# Source: PubChem BioAssay
# Lipid storage S3 – qHTS Assay for Lipid Storage Modulators in Drosophila S3 Cells | Drosophila S3 cells, BODIPY lipid droplet fluorescence, 18-24 h; cells fed with added oleic acid | lipid storage change, negative = inhibition, % at the top dose, mostly 46.1 µM; hits show Potency in µM | 0.64% of 320,000 active; active means well fitted inhibition curve with a large enough effect in the signal ratio, with a control signal flat, not every such curve was filed as active; inconclusive means small, poorly fitted or top-dose-only effect, or effect the other way, or a change in a side signal; the % refers to the signal ratio
#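 Laser-scanning cytometry quantifies lipid droplet accumulation (500–530 nm total intensity; droplet/cell object ratio) in oleic acid-fed (400 uM added) Drosophila S3 cells treated with a concentration series. 20 uM Triacsin C defined 100% inhibition.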
# Lipid storage S3 cell count max – also measured in Lipid storage S3; calls as there; cell number change, %; measured here: cell count max response;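 cells counted by Cell Tracker Red CMTPX staining in the red channel; peak over a dose series mostly up to 46.1 µM; percent activity relative to internal control wells on each plate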
# Active calls of the source: *; i = inactive; u = inconclusive; x = no result given; [ ] = remark or other dose. On the % scale 0 is the no-effect control and ±100 the full control effect; potency means the concentration at half of the fitted maximal effect. This is a subset. The share of hits here may be higher or lower than overall.
# Values in the order: Lipid storage S3	Lipid storage S3 cell count max
> CN(C)c1ccc(C(=O)N2CCNC(=O)C2CC(=O)Nc2ccc(F)cc2)cc1 (stereo not given)
→ u	x
> O=c1cc(-c2ccccc2F)nc(-c2ccccc2F)o1
→ 9.2%	-26.5
> CCC(CC)C(=O)Nc1ccccc1NC(C)=O
→ u	x
> CCOC(=O)N1CCN(CC(O)c2c[nH]c3ccccc23)CC1 (stereo not given)
→ 1.1%	14.4
> c1csc(CNc2nc(-c3cccs3)nc3ccccc23)c1
→ 2.0%	0.0
> O=C(NCc1cc([N+](=O)[O-])ccc1O)c1cc(-c2ccncc2)nc2ccccc12
→ u	x
> N#Cc1ccc(CN2CCN(C(=O)CCNS(=O)(=O)c3ccc(F)c(Cl)c3)CC2)cc1
→ 20.6µM*	-29.0*
> O=C(O)CCn1c(SCCOc2ccccc2)nc2ccccc21
→ 8.9%	-5.5
> COc1ccc(-c2csc(NC3OC(=O)c4c3ccc(OC)c4OC)n2)cc1OC (stereo not given)
→ 3.0%	-4.7
> CC1(C)CNC(=O)c2sc(NC(=O)c3ccccc3)nc2C1
→ u	x
> CCC(CC)C(=O)Nc1cccc(C(=O)N2CCCC2)c1
→ i	2.6
> CSCCC(NC(=O)COc1ccccc1)C(=O)OCCOc1ccc(C)cc1 (stereo not given)
→ u	x
> Cc1occc1C(=O)Nc1ccccc1C(=O)O
→ u	x
> Cc1c(C(=O)O)oc2c1C(=O)CC(C)(C)C2
→ -2.1%	-18.5
> O=C(NCc1cccc(C(F)(F)F)c1)c1ccc2c(c1)OCO2
→ u	x
> CN(Cc1c(F)cccc1Cl)C(=O)c1cnc2ccccc2n1
→ u	x
> CCCc1nn(-c2cc(Cl)ccc2OC)c2c1C(=O)CC(C)(C)C2
→ u	x
> O=C(O)c1ccc(S(=O)(=O)N2CCc3ccccc3C2)cc1
→ -2.3%	4.2
> Cc1ccnc(S(=O)(=O)Cc2ccc([N+](=O)[O-])cc2)n1
→ 1.4%	4.2
> CC(=O)/C(CN1CCCCC1)=N\O
→ u	x
> COc1cc(OC)c(C(=O)NC2CCCc3ccccc32)cc1OC (stereo not given)
→ i	3.6
> O=C(CN1C(=O)NC2(CCCC2)C1=O)OCCOc1cccc(Br)c1
→ u	x
> CC(=O)NCCc1cc2ccc(C)cc2[nH]c1=O
→ -2.4%	14.2
> O=C(Cc1cccs1)Nc1ccc(F)c(F)c1
→ u	x
> CCC1(CC)NC(=O)N(Cc2nc3ccccc3s2)C1=O
→ i	12.6
> O=C(CS(=O)(=O)c1ccccc1)N(CCCN1CCOCC1)c1nc2c(F)cccc2s1
→ u	x
> CCCN(CCC)S(=O)(=O)c1ccc(NC(=O)C2CCCO2)cc1 (stereo not given)
→ 0.1%	6.1
> CC(C)n1nc(C(=O)NCc2ccc3c(c2)OCO3)c2ccccc2c1=O
→ 0.1%	0.8
> CCCN1CCN(C(=O)CCCn2c(C)c3cnn(-c4ccccc4)c(=O)c3c2C)CC1
→ 2.9%	11.8
> O=C(Nc1ccc(Cl)cc1)C1CCCN(c2ncnc3c2nc2n3CCCCC2)C1 (stereo not given)
→ -22.9%	-19.1
> CCOC(=O)Cc1csc(NC(=O)/C=C/c2cccc(Br)c2)n1
→ u	x
> O=C(NCC(c1cccnc1)N1CCN(c2ccc(F)cc2)CC1)C1CCCCC1 (stereo not given)
→ 12.0%	x
> Cc1ccc(NC(=O)CN(C)C(=O)c2cc(-c3cccs3)nn2-c2ccccc2)cc1
→ -4.8%	2.1
> COc1cc(C(=O)NCCNC(=O)c2ccc(C)nc2)cc(OC)c1OC
→ u	x
> CCOc1ccc(/C=N\NC(=O)c2c(C)nc3cc(C)ccn23)cc1
→ -7.3%	11.3
> COc1cc(C(=O)NC2CCCc3ccccc32)cc(OC)c1OC (stereo not given)
→ u	x
> CCCc1nc2c(=O)n(C)c(=O)nc-2n(C)n1
→ u	x
> CCN(C(=O)CSc1nnc(-c2ccccc2C)n1C)c1c(N)n(Cc2ccccc2)c(=O)[nH]c1=O
→ u	x
> COc1ccc(C(=O)Nc2sc3c(c2C(=O)O)CC(C)(C)OC3)cc1
→ u	x
> Cc1ccc(SCc2ccc(C(=O)Nc3cccc([N+](=O)[O-])c3)cc2)cc1
→ -11.2%	-2.9
> CCOc1ccc(NC(=O)C2Cc3ccccc3CN2S(=O)(=O)CC)cc1 (stereo not given)
→ -8.2%	15.5
> Cc1cccc2nc(CSc3ccc(Cl)cc3)cn12
→ u	x
> CCOC(=O)C1(C)C=C(Nc2cccc(OC)c2)C(=O)N1c1ccccc1 (stereo not given)
→ 12.9%	-3.6
> Cc1cnn(C(=S)NCc2ccc(Cl)cc2)c1
→ u	x
> CCC(=O)Nc1cc(-c2nn(C)c(=O)c3ccccc23)ccc1N1CCOCC1
→ u	x
> Cc1ccc2c(ccc(=S)n2C)c1
→ 1.5%	x
> CCN(CC)CCNc1nc2c(c(=O)n(C)c(=O)n2C)n1C/C=C(/C)Cl
→ -2.5%	-1.1
> O=C(CN1C(=O)S/C(=C\c2ccccc2)C1=O)NNC(=O)c1ccccc1O
→ u	x
> CCOc1ccc(N(CC(=O)Nc2ccccc2C(=O)NCc2ccco2)S(C)(=O)=O)cc1
→ i	x
> COc1cc(-c2cc(C(=O)NCCc3ccc(S(N)(=O)=O)cc3)c3ccccc3n2)cc(OC)c1OC
→ -7.7%	11.9
> Cc1ccc(-n2c(C)cc(C(=S)N3CCOCC3)c2C)cc1C
→ -5.5%	-2.1
> O=S(=O)(Nc1ccccc1F)c1ccc2nsnc2c1
→ u	x
> CCN(CC)C1=CC(=[N+]2CCCC2)CC(C)(C)C1
→ 2.6%	-2.7
> CC/C(=N\NC(=O)c1ccc(-c2ccccc2)cc1)C12CC3CC(CC(C3)C1)C2
→ u	x
> Cc1ccc(-c2nnc(SCC(=O)N3CCCC3)o2)cc1
→ u	x
> CCCNC1=C(C)C(=O)CC1
→ -2.8%	16.9
> O=C(/C=C/c1ccc(F)cc1)NCCCN1CCN(CCCNC(=O)/C=C/c2ccc(F)cc2)CC1
→ u	x
> COc1ccc(CCNC(=O)CCCN2C(=O)c3ccccc3C2=O)cc1OC
→ 4.9%	10.1
> CC(=O)Nc1ccc(NC(=O)CSc2nnc(CNc3ccc(F)cc3)n2CC2CCCO2)cc1 (stereo not given)
→ -8.9%	x
> O=C(CSc1ncn[nH]1)c1ccc2c(c1)OCO2
→ u	x

# (listing goes on)
# Values in the order: Lipid storage S3	Lipid storage S3 cell count max
> Cc1nc(SCC(=O)NC2CCCC2)[nH]c(=O)c1Cc1ccccc1
→ i	x
> CCCSc1nc2c(c(=O)n1-c1ccc(OCC)cc1)SCC2
→ -11.3%	-1.4
> CCn1nnnc1SCC(=O)N1CCN(Cc2ccc3c(c2)OCCO3)CC1
→ u	x
> Nc1c(C(=O)N/N=C/c2ccccc2)cnn1-c1ccccc1
→ u	x
> Cc1ccc(CN2CCN(c3ncccn3)CC2)o1
→ u	x
> CCCCn1c(CN2CCN(CCO)CC2)nc2ccccc21
→ u	x
> O=C1COc2ccc(C(=O)COC(=O)c3ccc(Cl)cc3[N+](=O)[O-])cc2N1
→ 5.2%	3.8
> O=C(CN1CCN(c2ccc(Cl)cc2)CC1)c1ccccc1
→ 2.0%	3.4
> CCOc1ccccc1CN1CCC(O)CC1
→ u	x
> CCOC(=O)C(C(=O)OCC)c1cc(Br)c2noc3c2c1C(=O)c1ccccc1-3
→ u	x
> CCN1C(=O)C(=O)N(CC(=O)N2CCN(c3ccccc3)CC2)C1=O
→ 7.3%	13.6
> O=C1NC2(CCCCCC2)C(=O)N1Cc1c(F)cccc1Cl
→ 1.1%	12.7
> CCc1ccc2[nH]c3nc(SCCN4CCOCC4)nnc3c2c1
→ -17.7%	-11.9
> O=C1N=C(N2CCC(Cc3ccccc3)CC2)S/C1=C/c1cn[nH]c1-c1ccccc1
→ u	x
> COC(=O)[C@@H]1C2CCC(C(=O)Nc3ccccc3)(CC2)[C@@H]1C(=O)OC
→ i	x
> O=C(CCCNS(=O)(=O)c1cccc2nsnc12)NCc1ccc(F)cc1
→ i	x
> COCCCN1CC(=O)N2Cc3[nH]c4ccccc4c3C[C@H]2C1=O
→ i	22.5
> CCC(C)Nc1nc(OC)nc(N(C)C#N)n1 (stereo not given)
→ 9.2%	-7.0
> O=C(O)CSc1ccc2ccccc2n1
→ -23.3%	x
> CC1(C)NC(=O)N(CCCCSc2ccc(Cl)cc2)C1=O
→ u	x
> COc1cccc(-n2c(SCC(=O)NCc3ccco3)nnc2-c2c[nH]c3ccccc23)c1
→ i	19.5
> C=CCn1c(CNS(=O)(=O)c2ccc(F)cc2)n[nH]c1=S
→ -0.1%	-15.5
> CC(=O)c1ccc(N2CCN(C(=O)Nc3ccc(F)cc3F)CC2)cc1
→ 1.3%	18.2
> Cc1cccc(C)c1OCC(=O)OCC(=O)c1ccc2c(c1)NC(=O)CO2
→ u	x
> NC(=O)c1ccc(NC(=O)CCC(=O)c2cccs2)cc1
→ u	x
> CCCc1ccc2oc(C(=O)NCCc3nc(C(=O)OCC)cs3)c(C)c2c1
→ u	x
> CCCCOc1ccc(C(=O)O)cc1
→ 76.7%	7.9
> Cn1c2c(c(=O)n(C)c1=O)C(CC(=O)Nc1ccccc1F)C(=O)N2 (stereo not given)
→ u	x
> CN(C)S(=O)(=O)c1ccc(C(=O)Nc2ccc(CCC(=O)N3CCCC3)cc2)cc1
→ i	-6.9
> Cc1cc(C)nc(SCc2cc(=O)c(OC(=O)c3cccc([N+](=O)[O-])c3)co2)n1
→ 7.7%	1.0

# Reprinted from the part before: 2 entries; new compounds follow.
# Values in the order: Lipid storage S3	Lipid storage S3 cell count max
> CN(C)S(=O)(=O)c1ccc(C(=O)Nc2ccc(CCC(=O)N3CCCC3)cc2)cc1
→ i	-6.9
> Cc1cc(C)nc(SCc2cc(=O)c(OC(=O)c3cccc([N+](=O)[O-])c3)co2)n1
→ 7.7%	1.0
> COC(=O)c1[nH]c2ccc(Cl)cc2c1NC(=O)CCN1CCN(C2CCCCC2)CC1
→ u	x
> COc1ccc(F)cc1S(=O)(=O)Nc1ccc2c(c1)OCCO2
→ 7.2%	-11.3
> CC(OC(=O)c1cc(Br)ccc1O)C(=O)NC1(C#N)CCCCC1 (stereo not given)
→ i[0.0737 µM]	x
> O=C(CSc1nc(=O)n2ccccc2n1)NCCc1ccccc1
→ u	x
> CSc1ccccc1NC(=O)C1CC(c2c(F)cccc2Cl)=NO1 (stereo not given)
→ i	-13.5
> COc1ccc(-n2c(=O)/c(=C\c3cccs3)s/c2=C(/C#N)C(=O)N2CCN(C)CC2)cc1
→ u	x
> COCCCNC(=O)Cn1cc(/C=C(\C#N)C(=O)NC2CC2)c2ccccc21
→ i	14.0
> CN(C)c1ccc(C(=O)c2ccc(N(C)C)c(N)c2)cc1N
→ 26.2%	-16.4
> COC(=O)c1ccc(Cl)c(NS(=O)(=O)c2ccc3c(c2)OCCO3)c1
→ u	x
> Cc1cc(=O)n2nc(N3CCCC(C(=O)NCc4ccc5c(c4)OCO5)C3)sc2n1 (stereo not given)
→ i	4.7
> C(=N\NC(=Nc1ccccc1)c1ccccn1)/c1ccccn1
→ 13.4%	7.9
> N/C(Cc1ccc(Cl)cc1)=N\OC(=O)c1cccc2ccccc12
→ 1.3%	-10.0
> CCOC(=O)c1c(C)[nH]c(C(=O)OC(C)C(=O)NCc2ccccc2)c1C (stereo not given)
→ 28.8%	29.0
> COCCCNC(=O)CN1C(=O)COc2ccc(S(=O)(=O)N3CCCCCC3)cc21
→ u	x
> CC(C)C(=O)NNS(=O)(=O)c1ccccc1
→ 0.9%	-2.5
> CCOP(=O)(Cc1ccc(C(C)(C)CC(C)=O)o1)OCC
→ u	x
> CCOC(=O)N1CCN(c2c(N3CCN(c4ccccn4)CC3)c(=O)c2=O)CC1
→ u	x
> CCOC(=O)c1ccc(NC(=O)CSc2nc(=O)n(CCN3CCOCC3)c3c2CCC3)cc1
→ u	x
> c1ccc(SCCOCCn2cncn2)cc1
→ i	x
> CNc1ccc(Br)cc(C(=O)/C=C/c2ccc(OC)cc2OC)c1=O
→ u	x
> Cn1c(=O)c2c(ncn2CC(=O)N/N=C/c2ccco2)n(C)c1=O
→ 5.0%	-17.1
> S=C(NCc1ccccn1)Nc1ccc(Cl)c(Cl)c1
→ i	-12.4
> CCCCn1c(=O)n(CC(=O)Nc2c(CC)cccc2CC)c(=O)c2c1nc(CO)n2CCC
→ 8.7%	-4.9
> CN(CC(=O)NCc1ccc(Cl)cc1)S(=O)(=O)c1cccc2nsnc12
→ 12.0%	2.0
> COc1ccc(C(=O)Nc2ccnn2C2CCN(Cc3ccncc3)CC2)cc1
→ u	x
> CC1(C)CC(=O)c2c(O)cc(OCC(=O)NCCc3ccc(S(N)(=O)=O)cc3)cc2O1
→ 1.0%	18.8
> COc1ccc(NC(=S)N/N=C2\CC(C)(C)Oc3ccc(O)cc32)cc1
→ 2.5%	-9.5
> C[C@@H](C(=O)OCn1nnc2ccccc2c1=O)N1C(=O)C2CCCCC2C1=O (stereo not given in full)
→ 8.5%	-8.8
> Nc1ccc(-c2nc3ccc(N)cc3s2)cc1
→ 8.7%	18.1
> COCCN(C(=O)C1CCN(C(=O)c2ccccc2C)CC1)c1c(N)n(CC(C)C)c(=O)[nH]c1=O
→ u	x
> COC(=O)c1ccc(-c2ccc(F)cc2)nc1C
→ 24.9%	-2.7
> CC(=O)ON1C(C)(C)CC(OC(=O)c2ccccc2)CC1(C)C
→ u	x
> CCCCOC(=O)C(C#N)c1nc2ccccc2nc1N1CCOCC1 (stereo not given)
→ u	x
> CN(CC(=O)Nc1ccc(S(N)(=O)=O)cc1)Cc1ccccc1F
→ u	x
> COc1ccc(O)c(/C=N/NS(=O)(=O)c2ccc(C)cc2)c1
→ -1.4%	9.6
> Cc1cc(C)c(OCCN(C)Cc2ccccc2)c(Br)c1
→ u	x
